High-throughput results from PubChem.
SRC3 TRFRET art – flags TR-FRET format artefacts in PPARgamma SRC-3 recruitment agonist screen. 99,000 compounds, 0.39% hits. TR-FRET artefact counter-screen, PPARgamma/SRC-3 format; stronger effect = higher value. AID 1048. TR-FRET ratio at 8 µM; in the data active means TR-FRET ratio above about 2000; further: inactives centre near 1600; reference of the scale not given here
SRC1 TRFRET art – flags TR-FRET format artefacts in PPARgamma SRC-1 recruitment agonist screen. TR-FRET ratio at 8 µM. TR-FRET detection artefact counter-screen, emission ratio; stronger effect = higher value. AID 1051. 99,000 compounds, 0.34% hits; in the data active means TR-FRET ratio above about 2300; further: inactives centre near 1800; reference of the scale not given here
* marks the source's active call; other numbers are inactive results. Not all compounds are listed; count on the stated rates, not on these rows.

structure | SRC3 TRFRET art | SRC1 TRFRET art
C=CCn1c(C)csc1=Nc1ccc(C(C)=O)cc1 | 1693 | 1803
Cc1sc2nc(SCC(=O)O)[nH]c(=O)c2c1C | 1607 | 1701
CCCc1cc(=O)[nH]c(SCCN2C(=O)c3ccccc3C2=O)n1 | 1537 | 1759
O=C(O)Cc1ccc2oc(-c3cccnc3)nc2c1 | 1351 | 1770
Cc1c(N=Cc2nc3ccccc3[nH]2)c(=O)n(-c2ccccc2)n1C | 1736 | 1805
COc1ccc(S(=O)(=O)Nc2c(C)nc3nc[nH]n3c2=O)cc1 | 1357 | 1739
N=c1c2ccccc2nnn1-c1ccc(C(F)(F)F)cc1 | 1901 | 1927
O=c1c2cc(Cl)ccc2nc(-c2ccccc2Cl)n1O | 1368 | 1874
CC(=O)Nc1nc(C)c(-c2csc(Nc3ccccn3)n2)s1 | 1651 | 1601
CN(Cc1ncc[nH]1)C(=O)c1cc(COc2c(F)cccc2F)on1 | 1524 | 1783
CC(C(=O)NC(C)(C)C)N(C(=O)CS(=O)CC(=O)Nc1ccc(F)cc1)c1ccccc1F (stereo not drawn) | 1937 | 1841
CC(C)OC(=O)C[N+](C)(C)CCN1C(=O)C2C(c3ccccc3)C=CC(c3ccccc3)C2C1=O (stereo not drawn) | 1535 | 1948
O=C(Nc1ccc(Cl)cc1F)C1CC1 | 1705 | 1835
O=C(CNC(=O)c1ccco1)N/N=C/c1ccc(O)c([N+](=O)[O-])c1 | 1557 | 1738
CCCN1CCC(NC(=O)Nc2ccc([N+](=O)[O-])cc2)CC1 | 1597 | 1736
CN(C)c1ccnc(-n2cccc2/C=N/O)c1C#N | 1650 | 1522
CCN(CC)c1ccc(C(=S)NC2CCCCC2)cc1 | 1492 | 1716
O=C(NC1CCCC1)C(c1ccc(N2CCOCC2)cc1)N(C(=O)c1ccco1)c1ccccc1F (stereo not drawn) | 1498 | 1438
Cc1onc(-c2c(F)cccc2Cl)c1C(=O)OCN1C(=O)c2ccccc2C1=O | 1633 | 1975
COc1ccc(C(=O)NCc2nnc(SCC(=O)N3CCCCC3)o2)cc1 | 1367 | 1709
CNC(=O)CCc1[nH]c2ccccc2c1Sc1ccccc1 | 1576 | 1954
NNC(=S)NCc1cccnc1 | 1567 | 1725
CC(=O)Nc1c(C)nn(C(C)=O)c1C | 1570 | 1784
CC(C)COc1ccc(C/C(N)=N/n2cnnc2)cc1 | 1423 | 1820
CC1CCCN(c2ccc([N+](=O)[O-])s2)C1 (stereo not drawn) | 1627 | 1920
CC1(C)NC(C(=O)O)Cc2c1[nH]c1ccccc21 (stereo not drawn) | 1400 | 1665
O=C(NC1c2ccccc2-c2ccccc21)N1CCOCC1 | 1477 | 1749
Cc1c(NC(=O)COC(=O)c2ccc(Br)o2)c(=O)n(-c2ccccc2)n1C | 1407 | 1691
Cc1ccc(Nc2nnc(SCc3nc4ccccc4c(=O)[nH]3)s2)cc1 | 1497 | 1705
Cc1sc(NC(=O)c2cc(-c3ccccc3)nc3ccccc23)c(C(N)=O)c1C | 1635 | 1834
COc1ccccc1NC(=O)c1csc2c1CCC(C)C2 (stereo not drawn) | 1682 | 1628
Cc1ccc(S(=O)(=O)N(CCC(=O)O)c2ccccc2)cc1 | 1562 | 1838
CC(Oc1ccc(Cl)cc1Cl)C(=O)NCCCN(C)C (stereo not drawn) | 1605 | 1742
COc1ccc(/C=C(\C#N)C(=O)c2c(C)[nH]c3ccccc23)cc1OC | 1435 | 1822
O=C(CSc1ncn[nH]1)N1N=C2/C(=C/c3ccccc3)CCCC2C1c1ccccc1 (stereo not drawn) | 1465 | 1589
CN(C)S(=O)(=O)c1ccc(NC(=O)c2ccncc2)cc1 | 1581 | 1498
COc1ccc(CNc2c(C(=O)O)cnc3c2cnn3C)cc1 | 1656 | 1954
Cc1nn(-c2ccccc2)c2ncc(C(=O)c3cc(Cl)ccc3O)cc12 | 1680 | 2067
CN(C)c1ccc(/C=N\NC(=O)CC#N)cc1 | 1608 | 1621
CCCN1CCc2c(sc(NC(=S)NC(=O)c3ccccc3)c2C#N)C1 | 1730 | 2016
CC(C(N)=O)N1c2cccc3cccc(c23)S1(=O)=O (stereo not drawn) | 1628 | 1772
CC(C)N(Cc1ccccc1)C(=O)COC(=O)c1cnccn1 | 1486 | 1488
O=C(COc1ccccc1)N1CCN(C(=O)c2cccs2)CC1 | 1632 | 2054
CCN(CC)c1ccc(/C=N/N2CCN(Cc3ccccc3)CC2)cc1 | 1756 | 1832
O=C(NNC(=S)Nc1cccc(C(F)(F)F)c1)c1ccc(Cl)cc1Cl | 1663 | 1838
CCNS(=O)(=O)c1ccc(NC(=O)c2c(-c3ccccc3)noc2C)cc1 | 1709 | 1485
COc1ccccc1N1CCN(CC(=O)Nc2ccc(-n3cnnn3)cc2)CC1 | 1495 | 1844
CCOc1ccc(S(=O)(=O)n2cc(F)c(=O)[nH]c2=O)cc1 | 1640 | 1847
CSc1nnc2c(n1)OC(c1ccccn1)N(C(C)=O)c1ccccc1-2 (stereo not drawn) | 1754 | 1825
CCCCNC(=O)NC(C(=O)OC)C12CC3CC(CC(C3)C1)C2 (stereo not drawn) | 1688 | 1890
C=CCNc1nc(-c2ccc([N+](=O)[O-])cc2)cs1 | 1710 | 1983
C=CCNC(=S)NNC(=O)c1ccc(=O)n(Cc2ccccc2)c1 | 1455 | 1624
O=C(NCc1ccccc1)C1=C[C@@H](c2ccccc2)C[C@@H](OCc2ccc(CO)cc2)O1 | 1455 | 1769
COC(=O)c1ccc(/C=N/OCC(=O)Nc2cc(F)ccc2F)cc1 | 1394 | 1657
CCCCCCCC(=O)NNC(=O)CC(=O)Nc1ccccc1C(=O)O | 1421 | 1706
CC(C)(C)C1c2[nH]c3ccccc3c2CCN1CCCn1cccn1 (stereo not drawn) | 1831 | 1760
C=CCOc1ccc(/C=N/NC(C)=O)cc1OCC | 1812 | 1810
COc1ccc(NCc2nnc(SCCN3CCCCC3)n2-c2ccc(C)cc2)cc1 | 1446 | 1846
Cc1onc(-c2c(F)cccc2Cl)c1C(=O)OCc1cnc(Cl)s1 | 1315 | 1508
Cc1ccc(-c2csc3ncnc(Oc4cccc5ccc(C)nc45)c23)cc1 | 1584 | 1977

Carrying on.
structure | SRC3 TRFRET art | SRC1 TRFRET art
c1ccc(C2CC(c3ccccc3)n3c(nc4ccccc43)N2)cc1 (stereo not drawn) | 1756 | 2005
CCn1c(SCc2cccc(F)c2)nnc1-c1cccnc1 | 1541 | 1559
Cc1ccc(NC(=O)C(Nc2cccc(C)c2)c2ccccc2)cc1 (stereo not drawn) | 1715 | 1802
O=C(NCc1cccnc1)c1ccccc1-c1ccccc1 | 1426 | 1801
CN(Cc1ccccn1)Cc1nc(-c2ccc(Cl)cc2)no1 | 1429 | 1874
O=C1N(Cc2cccnc2)C[C@@H]2C[C@@H](c3cccc(C(F)(F)F)c3)N3CCC[C@@]123 | 1721 | 2203
O=C(NCc1ccc(F)cc1)Nc1cccc([N+](=O)[O-])c1 | 1653 | 1937
COCCCNCCCCOc1ccc(Br)cc1Cl | 1410 | 1872
COc1cc(CC(CC(=O)O)CC(C)OCc2ccccc2)cc(OC)c1 (stereo not drawn) | 1549 | 1583
CCC(C)C(=O)Nc1nnc(SCC(=O)Nc2ccc(F)cc2)s1 (stereo not drawn) | 1573 | 1862
Cc1cc(C)n(-c2ccc(C(=O)OCc3nnc(-c4ccccc4)o3)cc2)n1 | 1252 | 1666
CC(NC(=O)c1cc(F)c(F)cc1Cl)c1ccncc1 (stereo not drawn) | 1516 | 1903
COc1ccc(Nc2cc(C)nc(-n3nc(C)cc3C)n2)cc1 | 1792 | 1956
COc1ccccc1-c1ccc(SCC(=O)Nc2cc(C)on2)nn1 | 1610 | 1808
CC(=O)c1ccc(NC(=S)NCCc2cccc(Cl)c2)cc1 | 1560 | 1985

In the list so far, 7 have a COOH group.
structure | SRC3 TRFRET art | SRC1 TRFRET art
Cc1sc2nc(SCC(=O)O)[nH]c(=O)c2c1C | 1607 | 1701
O=C(O)Cc1ccc2oc(-c3cccnc3)nc2c1 | 1351 | 1770
CC1(C)NC(C(=O)O)Cc2c1[nH]c1ccccc21 (stereo not drawn) | 1400 | 1665
Cc1ccc(S(=O)(=O)N(CCC(=O)O)c2ccccc2)cc1 | 1562 | 1838
COc1ccc(CNc2c(C(=O)O)cnc3c2cnn3C)cc1 | 1656 | 1954
CCCCCCCC(=O)NNC(=O)CC(=O)Nc1ccccc1C(=O)O | 1421 | 1706
COc1cc(CC(CC(=O)O)CC(C)OCc2ccccc2)cc(OC)c1 (stereo not drawn) | 1549 | 1583

(list continues)
structure | SRC3 TRFRET art | SRC1 TRFRET art
CN(C)c1nc(OCCNC(=O)Nc2ccc(Cl)cc2)nc(N(C)C)n1 | 1514 | 1683
CCOc1ccc(CC(=O)OCn2nnc3ccccc3c2=O)cc1 | 1461 | 1649
CN(C)CCNC(=O)COc1cccc2c1OC(C)(C)C2 | 1726 | 1717
CSc1nc(SCC(=O)NCc2ccco2)c2c3c(sc2n1)COC(C)(C)C3 | 1689 | 2101
O=C(c1cc(COc2c(F)cccc2F)on1)N1CCc2ccccc2C1 | 1664 | 1717
Clc1cccc(-c2nc(NCCN3CCOCC3)c3ccccc3n2)c1 | 1534 | 1526
C=CCc1cccc(/C=N/NC(=O)CNc2ccccc2OC)c1O | 1731 | 1739
Cc1cc(N=Cc2c(O)n(-c3cccc(C(F)(F)F)c3)c(=O)c3ccccc23)no1 | 1451 | 1882
Cn1c(=O)oc2cc(S(=O)(=O)NCCC(=O)NCCc3ccccc3)ccc21 | 1613 | 1866
O=[N+]([O-])c1ccc(C2CN=C(Nc3ccccc3)S2)cc1 (stereo not drawn) | 1610 | 2020
CCCOc1ccc(C2=NNC(=O)CC2)cc1 | 1690 | 1904
CC(=O)c1cc(-c2ccccc2)n(CCC(=O)NC2CCCCCCC2)c1C | 1548 | 1653
CC(C)(C)c1ccc(-c2cn(-c3ccc(Br)cc3)c3[n+]2CCCS3)cc1 | 1606 | 1760
N#CNC(=Nc1ccc(F)cc1)SCc1ccccc1 | 1635 | 1955
COc1ccc(C(=O)OCC(=O)NC2CC2)cc1[N+](=O)[O-] | 1746 | 1787
COC(=O)CN1C(=O)C(C)(C)Oc2ccc(C(=O)NC3CC3)cc21 | 1338 | 1649
COc1cccc(OC)c1-c1nn2c(-c3ccco3)nnc2s1 | 1446 | 1789
Cc1nn(C(C)C(=O)NCC2CCCO2)c(=O)c2cc3occc3n12 (stereo not drawn) | 1466 | 1784
CCOC(=O)CSc1cc(C)c(C#N)c2nc3ccccc3n12 | 1762 | 2046
COc1cc(C(=O)Nc2nncs2)cc(OC)c1OC | 1496 | 1735
CCc1ccc(CCC(=O)Nc2ccc(C)c(C)c2)o1 | 1393 | 2027
CC(=O)C1=C(C)N(Cc2ccccc2)C(=O)N[C@@H]1c1cccc(C(F)(F)F)c1 | 1545 | 1911
OCCNCc1cc(Br)ccc1OCc1ccc(F)cc1 | 1627 | 1950
Cc1ccc(C(=O)C(C)Sc2nnc(N)s2)cc1 (stereo not drawn) | 1257 | 1551
O=C(NN1C(=O)c2ccccc2NC1c1ccco1)c1ccc(Br)cc1 (stereo not drawn) | 1638 | 1714
CCOCc1c(C(=O)OCC(=O)/C(C#N)=C(\C)N)oc2ccccc12 | 1686 | 2074
Cc1ccc(N(Cc2ccc(C(=O)NCCSc3ccccn3)cc2)S(C)(=O)=O)cc1C | 1595 | 1794
C=CCNC(=O)c1ccccc1NC(=O)COc1ccc(OC)cc1 | 1571 | 1668
CCCCC12CN3CCN(CC(C3)/C1=N\NC(=O)c1ccccc1N)C2 | 1491 | 1622
COC(=O)/C(=C/c1cccc([N+](=O)[O-])c1)NC(=O)c1ccc(OC)cc1 | 1611 | 1750
O=C1N(C2CCCC2)C[C@@H]2C[C@@H](c3cccn3-c3nccs3)N3CCC[C@@]123 | 1498 | 1795
Fc1ccc(C2CC(c3ccco3)=Nc3ccccc3S2)cc1 (stereo not drawn) | 1558 | 1967
Cn1c(=O)c(-c2ccccc2)c(O)c2ccccc21 | 1604 | 1802
CSc1ccc(/C=C/C(=O)NC23CC4CC(CC(C4)C2)C3)cc1 | 1424 | 1614
CC(C)CC(=O)N1CCN(Cc2cccc([N+](=O)[O-])c2)CC1 | 1676 | 2088
CC(C)CC(=O)NC(=S)Nc1sc2c(c1C(N)=O)CCC2 | 1630 | 1880
CC(=O)Nc1ccc(CN2CCN(CC(C)C)C(CCO)C2)cc1 (stereo not drawn) | 1722 | 1725
COc1ccccc1/C=C(/C(=O)OCC(N)=O)c1ccccc1 | 1567 | 1894
CCCNS(=O)(=O)/C=C/c1ccccc1 | 1426 | 2098
O=C(C1=C[C@H](C2CC2)C[C@H](OCc2ccc(CO)cc2)O1)N1CCN(Cc2ccccc2)CC1 | 1638 | 1861
COc1ccc(/C=N/Nc2ccc(C(F)(F)F)cc2[N+](=O)[O-])cc1 | 1612 | 1464
COC(=O)c1cc(COC(=O)c2nc3nc(C)cc(C)n3n2)oc1C | 1404 | 1743
COc1cccc(N2CCN(C(=O)c3ccc(CSc4nc5ccncc5[nH]4)cc3)CC2)c1 | 1550 | 1658
CC(C)(C)n1cnc(C(N)=O)c1N | 1412 | 1779
NS(=O)(=O)c1ccc(CNS(=O)(=O)c2cc(C(=O)O)ccc2Cl)cc1 | 1551 | 1757
O=C(NCCc1ccc(Cl)cc1)c1cnccn1 | 1514 | 1891
Cc1ccc2nc(Cl)c(C3CC(c4cccs4)=NN3C(=O)CCC(=O)O)cc2c1 (stereo not drawn) | 1559 | 1440
CNC(=O)C1C2C=CC3(O2)C1C(=O)N(CCOC)C3C(=O)NCc1ccc(OC)cc1 (stereo not drawn) | 1645 | 1962
Cc1csc(=Nc2ccccc2)n1C | 1453 | 1839
O=C(CNC(=S)NC(=O)c1ccc(Cl)cc1)c1ccccc1 | 1687 | 1595
CC(/C=N\NC(=O)c1ccc(C)nc1)=C\c1ccccc1 | 1740 | 1777

Shown with two lines to a compound: part of the list above
Each structure is followed by: SRC3 TRFRET art | SRC1 TRFRET art
COc1cc(C(=O)Nc2nncs2)cc(OC)c1OC
 : 1496 | 1735
CCc1ccc(CCC(=O)Nc2ccc(C)c(C)c2)o1
 : 1393 | 2027
